# FEN1 inh = blocks human flap endonuclease 1; P39748; Recombinant FEN1 flap cleavage, fluorescence, 15 min; Potency, µM (doses to about 114 µM), for inactives: at the top dose activity change, negative = inhibition, most hits filed as inhibitors; hit rate 0.35% among 390,000; also: nearly all actives have a fitted effect of over 65% in size
#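 In this screen, 50 nM flap DNA substrate was added to 10 nM FEN1 pretreated with compound for 15 min at room temperature; cleavage was followed with reads at 0 and 15 min, and Hill fitting gave concentration–response parameters.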
# GCN5L2 inh = blocks human GCN5L2 histone acetyltransferase; GCN5L2 HAT assay, ThioGlo1 CoA-SH fluorescence; hit rate 0.21% among 390,000; Q92830; AID 504327; Potency, µM (doses to about 58.9 µM), without a hit: top-dose activity change, negative = inhibition, actives largely listed as inhibitors
# Target sequence (Q92830 whole entry, looked up): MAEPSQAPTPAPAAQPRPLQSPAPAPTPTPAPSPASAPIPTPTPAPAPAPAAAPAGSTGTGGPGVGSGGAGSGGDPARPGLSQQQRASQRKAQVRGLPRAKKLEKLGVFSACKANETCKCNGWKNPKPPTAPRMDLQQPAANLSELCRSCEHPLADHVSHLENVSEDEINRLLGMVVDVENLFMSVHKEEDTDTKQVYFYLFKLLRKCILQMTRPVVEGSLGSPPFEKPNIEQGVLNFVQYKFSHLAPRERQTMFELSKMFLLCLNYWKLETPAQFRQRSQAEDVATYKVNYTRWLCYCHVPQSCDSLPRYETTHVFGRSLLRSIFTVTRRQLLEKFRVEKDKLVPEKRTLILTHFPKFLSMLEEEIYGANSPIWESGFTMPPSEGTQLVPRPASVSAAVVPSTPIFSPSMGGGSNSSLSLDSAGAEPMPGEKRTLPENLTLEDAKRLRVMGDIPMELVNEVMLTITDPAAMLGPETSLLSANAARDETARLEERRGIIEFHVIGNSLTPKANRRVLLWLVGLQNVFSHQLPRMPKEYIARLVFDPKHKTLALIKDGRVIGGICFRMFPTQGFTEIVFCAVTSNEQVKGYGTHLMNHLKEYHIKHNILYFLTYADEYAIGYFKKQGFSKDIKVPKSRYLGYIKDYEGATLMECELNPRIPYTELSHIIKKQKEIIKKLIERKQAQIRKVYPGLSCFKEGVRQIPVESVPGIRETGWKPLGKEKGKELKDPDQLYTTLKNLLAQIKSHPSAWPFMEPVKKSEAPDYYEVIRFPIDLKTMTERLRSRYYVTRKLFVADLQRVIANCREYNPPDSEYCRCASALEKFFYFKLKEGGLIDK
#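 Enzyme at 20nM final was mixed with library compounds for 15 min at room temperature. Peptide H3(1-25) at 75uM, acetyl-CoA at 70uM and ThioGlo1 at 50uM were then added. Plates were read immediately and after 20 min (Ex340nm/Em540nm).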
# N370S GC = inhibits or activates N370S mutant glucocerebrosidase; hit rate 0.092% among 330,000; N370S GC spleen homogenate, 4MU-glucoside fluorescence; Potency, µM (titrated, usually from 59.4 µM), for inactives: top-dose activity change, negative = inhibition, actives largely listed as inhibitors; P04062;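 also: 0% = full enzyme activity and -100% = no enzyme basal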
# The depositor's hits bear a star; ? = inconclusive; . = no result given; & = joins results of further samples; [ ] = another dose, or the depositor's remark. Calls follow the shape of the dose curve; as a rule, active = well fitted curve in the direction sought with a large enough effect; inconclusive = small, poorly fitted or top-dose-only effect, or another doubt; inactive = no such curve, though single readings can be large; an effect the other way counts as inactive or inconclusive. Unless noted, % is scaled to controls: 0 for no effect and ±100 for the full control effect; potency is read from the fitted curve at half-maximal effect.
# Each structure is followed by: FEN1 inh, GCN5L2 inh, N370S GC
O=C(O)/C=C\C(=O)Nc1ccc(N2CCN(c3ccc(F)cc3)CC2)cc1
→ -9.2%, -7.4%, -0.1%
O=C(Oc1c(-c2ccccc2)c(=O)n2c3c(cccc13)CC2)c1ccc(F)cc1
→ -5.2%, -22.1%, -0.4%
CC(C(=O)Nc1ccc(F)c(F)c1F)N(C)CCOc1ccccc1 (stereo not drawn)
→ -15.7%, -4.9%, -10.5%
N#C/C(=C\C1=C(N2CCOCC2)C(=C/c2cccc([N+](=O)[O-])c2)/CC1)C(=O)Nc1ccccc1F
→ -14.7%, -11.0%, 0.3%
COc1ccc(C(CNC(=O)c2ccc(S(=O)(=O)N(C)C)cc2)N(C)C)cc1 (stereo not drawn)
→ -1.4%, 0.0%, -2.3%
CCC(C(=O)OCC(=O)Nc1cccc(OC)c1)c1ccccc1 (stereo not drawn)
→ -14.3%, -3.1%, 8.6%
COC(=O)Nc1sc(C(=O)N(C)C)c(C)c1C(=O)OC
→ -10.0%, 0.3%, 6.1%
COc1ccc(NC(=O)CN(C)C(=O)CNC(=O)Cc2cccc3ccccc23)cc1
→ 6.4%, -2.7%, -2.6%
Cc1ccc(NC(=O)COC(=O)c2cccnc2)cc1
→ 16.1%, -5.4%, 1.7%
CC(NC(=O)c1cc(COc2ccccc2)on1)c1nccs1 (stereo not drawn)
→ -3.3%, -0.1%, 1.3%
O=C(C1CCC1)N1CCN(c2cccc(C(F)(F)F)c2)CC1
→ 16.3%, -8.8%, 0.6%
COc1ccc(S(=O)(=O)N2CCc3ccccc32)cc1C(=O)Nc1ccc(NC(C)=O)cc1
→ 5.4%, -18.9%, .
COc1ccc(-c2cn(-c3ccc(Cl)cc3)c3[n+]2CCCCC3)cc1
→ -3.2%, -0.3%, -8.2%
Cc1cc(Oc2ccc(=O)n(C)n2)nc(=S)[nH]1
→ ., 3.6%, 2.5%
Cc1c(CCC(=O)O)c(=O)oc2cc(OCc3cccc(Cl)c3)ccc12
→ 3.0%, -30.1%, -2.3%

# Just FEN1 inh, for some of the entries so far:
Compound	FEN1 inh
COc1ccc(C(CNC(=O)c2ccc(S(=O)(=O)N(C)C)cc2)N(C)C)cc1 (stereo not drawn)	-1.4%
CCC(C(=O)OCC(=O)Nc1cccc(OC)c1)c1ccccc1 (stereo not drawn)	-14.3%
COC(=O)Nc1sc(C(=O)N(C)C)c(C)c1C(=O)OC	-10.0%

# Remaining list, next part:
# Each structure is followed by: FEN1 inh, GCN5L2 inh, N370S GC
Cc1ccc(C(C(=O)NC2CCCC2)N(C(=O)c2csnn2)c2ccccc2)o1 (stereo not drawn)
→ -5.4%, -2.5%, 2.4%
CCc1ccccc1NC(=O)CC1SCCNC1=O (stereo not drawn)
→ -0.2%, -5.8%, -5.0%
COC(=O)CCSCC(=O)N1N=C(c2ccc(OC)cc2)CC1c1cccc(OC)c1OC (stereo not drawn)
→ -18.8%, -4.5%, 6.0%
Cc1ccccc1NC(=O)c1ccc(COc2ccc3c(C)cc(=O)oc3c2)cc1
→ 15.1%, -3.7%, -9.3%
O=C(CN1CCN(S(=O)(=O)c2ccc(Br)cc2)CC1)Nc1ccc2c(c1)OCO2
→ -9.2%, -5.4%, -2.2%
C#CCOCCOCCOCCNc1nc(N2CCN(C(=O)[C@H](CCC(=O)O)n3cc(C(N)[C@H](C)CC)nn3)CC2)nc(N2CCN(C(=O)[C@H](CCC(=O)O)n3cc(C(N)[C@H](C)CC)nn3)CC2)n1 (stereo partly drawn)
→ 5.0%, 2.1%, -4.4%
CCn1c(=O)c(C(=O)NNC(=O)c2cccc(Cl)c2)c(O)c2ccccc21
→ 8.1%, -3.4%, -2.0%
Cc1nnc(NC(=O)c2ccc3c(c2)C(=O)N(CC2CCCO2)C3=O)s1 (stereo not drawn)
→ -3.2%, -3.3%, 2.0%
Cc1ccc(C(C)CCN2CCC(n3nccc3NC(=O)c3ccccc3)CC2)o1 (stereo not drawn)
→ 10.5%, -11.8%, -4.5%
CC(NC(=O)CCC1COc2ccccc2O1)c1ccccc1 (stereo not drawn)
→ -11.6%, -3.2%, -16.4%
Cc1ccc(C(=O)/C=C/Nc2ccc(S(=O)(=O)Nc3cc(C)nc(C)n3)cc2)cc1
→ -0.3%, -22.0%, 0.7%
CC(C)Sc1nnc(Cn2c(=O)sc3ccccc32)n1-c1ccccc1
→ -7.2%, 0.3%, -4.2%
O=S(=O)(c1ccccc1)c1cnc2ccccc2c1
→ -2.4%, -5.4%, -2.5%
CC(C)CCNC(=O)COc1cccc2c1OC(C)(C)C2
→ 25.7%, -7.4%, 2.6%
Cc1nc(C)c(C(=O)NNC(=O)c2ccc(Br)cc2)s1
→ -13.5%, ?, 11.3%
Cc1ccc(C)c(N2CCN(C(=O)c3ccc4nc(-c5ccco5)c(-c5ccco5)nc4c3)CC2)c1
→ -18.2%, -11.9%, -7.5%
COC(=O)[C@@]1(C)[C@H]2C(=O)N(Cc3ccccc3)C(=O)[C@H]2[C@H]2CN=C(SCc3ccc(C#N)cc3)N21
→ 14.2%, -1.9%, .
O=C(O)CCN1C(=O)c2ccc(NC(=O)COc3ccccc3)cc2C1=O
→ -5.1%, ?, -2.9%
Cc1ccc(NC(=O)Cn2c(=O)n(Cc3ccc(F)cc3)c(=O)c3cccnc32)cc1C
→ -5.2%, 1.0%, .
CC[C@]12c3[nH]c4cc(CCC(=O)N(C)C)ccc4c3CCN1C(=O)[C@@H](CC(=O)NCCCOC)C[C@@H]2C(=O)N1CCN(C(=O)C2CC2)CC1
→ 13.9%, 0.6%, .
CCn1nc(C)c(/C=N/NC(=O)Cn2cncn2)c1C
→ 6.3%, -5.6%, 4.5%
CC(C)NCC(=O)NC12CC3CC(CC(C3)C1)C2
→ -1.9%, -0.7%[0.501 µM], -4.6%
COc1ccc(-c2n[nH]c(=S)n2/N=C/c2cccn2C)cc1
→ -0.7%, -11.7%, 10.8%
Cc1cccc(-c2nnc3sc(-c4ccccc4)nn23)c1
→ 6.2%, 3.5%, -1.3%
Cc1c(C(=O)N2CCC[C@H]2C(N)=O)oc2c(F)cccc12
→ 7.2%, -8.5%, 1.2%
CNC(=O)c1ccc(NC(=O)CCNC(=O)Nc2ccccc2)cc1
→ 7.9%, -4.3%, -1.2%
CN(CC1COc2ccccc2O1)C(=O)c1ccc(N(C)C)cc1 (stereo not drawn)
→ -0.7%, -10.5%, 20.4%
Cc1ccccc1OCCCN1CCCC1
→ -4.6%, -5.7%, 1.0%
O=C(O)CC1c2ccccc2C=Cc2ccccc21
→ 12.2%, -1.7%, -14.8%
CCOC(=O)c1cc(-c2cccnc2)nn1-c1ccccc1C
→ 4.7%, -1.5%, -1.6%
Cc1[nH]n2c(=O)c3c(nc2c1-c1ccc(F)cc1)CCCC3
→ -0.9%, 0.0%, -10.9%
COc1ccccc1N1CCN(S(=O)(=O)CCNC(=O)CC2CCCCC2)CC1
→ 12.9%, -6.5%, -1.8%
Cc1nnc(SCC(=O)N2CCCC2)n(N)c1=O
→ -0.2%, 1.0%, 7.3%
COc1ccc(-c2nn(C)c3sc(C(=O)N4CCN(c5ccccc5F)CC4)cc23)cc1OC
→ -8.5%, -8.1%, .
COc1ccc2c(/C=C/c3cc[n+](C)cc3)c[nH]c2c1
→ -25.3%, -2.2%, ?
C=CCc1ccccc1OCCNCc1ccccc1
→ -7.9%, -5.5%, -25.9%
O=C(O)c1cccc(NCc2cccnc2)c1
→ 1.5%, -7.6%[0.501 µM], 2.5%
O=C(COc1cccnc1[N+](=O)[O-])c1ccc(Cl)s1
→ ?, ?, 4.3%
CC(C)Nc1nc(C#N)nc(NC(C)C)n1
→ 0.3%&14.2%, -2.3%, 1.3%
O=C(O)c1ccccc1C(=O)c1ccc2c(c1)N(Cc1ccc(Cl)c(Cl)c1)C(=O)CO2
→ 8.4%, -19.9%, 18.6%
Cc1ccc(S(=O)(=O)N2CCC(=O)N(C(COCc3ccccc3)C(C)C)CC2)cc1 (stereo not drawn)
→ -8.4%, 0.0%, 2.5%
CCCCCCCCCCCCCCCCCCO
→ ., -11.2%, -3.5%
CC(C)c1ccc(NC(=O)Cc2cn(C)c3ccccc23)cc1
→ -10.9%, -14.7%, ?
C=CC[n+]1c(/C=C/c2ccc(OC(C)=O)c(OC)c2)ccc2ccccc21
→ -8.0%, 0.9%, ?
COc1ccc(OC)c(S(=O)(=O)N(C)CC(=O)N2CCOCC2)c1
→ -9.5%, -24.3%, -2.8%
CN(C)CC(C)(C)CNc1ccc(S(=O)(=O)N2CCCC2)cn1
→ -0.9%, -2.0%, .
CN(C(=O)c1ccco1)c1nnc(-c2ccc(F)cc2)s1
→ -14.5%, -5.9%, -7.7%
COC1(C)CCC2OC2(C)CCC2C1CC2(C)C (stereo not drawn)
→ ., -2.7%, 0.0%
CCOc1ccc(CNC(=O)C2CCN(C3=NS(=O)(=O)C(c4ccc(C)cc4)=C3CC)CC2)cc1
→ 8.0%, -11.8%, .
COc1ccccc1NC(=O)C12CCC(C)(C(=O)C1)C2(C)C (stereo not drawn)
→ -0.5%, -7.0%, 4.8%
COc1cccc(Cn2c(=O)n(-c3ccc(C)c(F)c3)c(=O)c3sc4ccccc4c32)c1
→ -2.1%, 3.7%, .
Cc1cccc(C)c1OCC(=O)Nc1ccncc1
→ -2.4%, -3.4%, -2.9%
Cc1cc(=O)oc2cc(OCC(=O)Nc3ccc(O)c(C(=O)O)c3)ccc12
→ -25.1%, -10.3%, .
Brc1ccsc1-c1csc(-c2ccncc2)n1
→ -8.4%, -2.2%, -10.7%
CCCOC1CCCN(C(=O)CCc2nnc(-c3ccc4c(c3)OCO4)o2)C1 (stereo not drawn)
→ -3.3%, -5.7%, -2.0%
O=C(N1CCCC1)C12CC3CCC(CC(C3)C1)C2
→ -0.7%, -0.7%, -12.2%
Cc1cccc(C)c1NC(=O)CN1N=NC2C(=O)N(c3cccc(Cl)c3)C(=O)C21 (stereo not drawn)
→ 13.3%, -3.3%, 15.5%
Cc1c(Cl)cccc1NC(=O)CCn1nc(C)c2c(C)n(-c3ccccc3)nc2c1=O
→ -1.6%, -1.5%, .
Cc1cnc(C(=O)Nc2cccc(S(=O)(=O)N(C)C)c2)cn1
→ -8.9%, 36.7%[activator], -5.3%
NC(=NCc1ccc(Cl)cc1Cl)NC(=O)c1nc(Cl)c(N)nc1N
→ ., -5.7%&-27.9%, -24.5%&-8.9%

# The listing continues:
# Each structure is followed by: FEN1 inh, GCN5L2 inh, N370S GC
O=C(COC(=O)/C=C/c1ccc(F)cc1)NCc1ccc2c(c1)OCO2
→ 2.1%, 2.4%, .
O=C1c2ccccc2C(=O)N1Cc1ccccn1
→ 14.4%, 8.7%, -1.2%
Cn1c(SCC(=O)NC2CCS(=O)(=O)C2)nnc1-c1ccco1 (stereo not drawn)
→ 1.9%, 0.6%, .
CCCCNC(=O)[C@H]1C[C@H]1[C@@H](O)[C@H](CO)NC(=O)[C@H](Cc1ccccc1)NC(=O)OC(C)(C)C
→ 20.4%, 2.4%, -1.1%
O=C(OCC(=O)N1CCCCC1)c1ccc(OC(F)(F)F)cc1
→ -0.9%, 0.0%, .
CCCc1nc(SCC(=O)c2ccc(OC)cc2)c2ccccc2n1
→ -21.7%, -10.1%, 12.4%
O=C(O)c1c(-c2ccccc2)c(-c2ccccc2)nc2ccccc12
→ -1.6%, -4.6%, 0.2%
CCOc1ccccc1Nc1sc(C(=O)c2ccccc2)c(N)c1C(=O)Nc1ccc(F)cc1
→ -3.0%, -3.4%, .
CCOC(=O)N1CCN(C(=O)c2cccn3c(=O)c4sccc4nc23)CC1
→ -7.3%, -30.0%, 11.1%
CC(=O)N1[C@H](C)C=C[C@]1(Cc1ccccc1)C(=O)NCCN1CCOCC1
→ -1.2%, ., -5.0%
O=C(Nc1cc([N+](=O)[O-])ccc1F)C1CCN(S(=O)(=O)c2cccs2)CC1
→ -4.6%, -6.8%, .
CC(Sc1nnc(N)s1)C(=O)c1c(N)n(C)c(=O)n(C)c1=O (stereo not drawn)
→ 0.0%, -24.6%, 2.3%
O=C(c1ccc(Cl)cc1)n1nc(-c2cccnc2)nc1NCc1ccc(F)cc1
→ 4.1%, -13.0%, .
N#CCc1ccc(OC(=O)c2cccnc2)cc1
→ -1.1%, -6.5%, -2.9%
CN(C)C(=S)Nc1ccc([N+](=O)[O-])cc1
→ -0.4%, 1.1%, 5.8%
COC(=O)c1ccc(NC(=O)CSCC(=O)OCC(=O)c2ccc(Br)cc2)cc1
→ -0.7%, -6.1%, 5.2%
Cc1ccc2cc3cc(C(=O)N4CCN(Cc5ccccc5)CC4)sc3nc2c1
→ -2.2%, -5.1%, 0.8%

# 5 entries from above, with the structure last:
FEN1 inh,GCN5L2 inh,N370S GC,structure
2.1%,2.4%,.,O=C(COC(=O)/C=C/c1ccc(F)cc1)NCc1ccc2c(c1)OCO2
14.4%,8.7%,-1.2%,O=C1c2ccccc2C(=O)N1Cc1ccccn1
1.9%,0.6%,.,Cn1c(SCC(=O)NC2CCS(=O)(=O)C2)nnc1-c1ccco1 (stereo not drawn)
20.4%,2.4%,-1.1%,CCCCNC(=O)[C@H]1C[C@H]1[C@@H](O)[C@H](CO)NC(=O)[C@H](Cc1ccccc1)NC(=O)OC(C)(C)C
-0.9%,0.0%,.,O=C(OCC(=O)N1CCCCC1)c1ccc(OC(F)(F)F)cc1

# Compound activity deposited in PubChem BioAssay by National Center for Advancing Translational Sciences (NCATS).
